Rac1 mut GTP = human Rac1 activated mutant GTP binding change | GST-Rac1 activated beads, fluorescent GTP binding, flow cytometry; actives lie on both sides; 100% means binding = to untreated wells | percent activity (GTP binding), % at 10 µM | hit rate 0.11% among 190,000;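 active means GTP binding at least 20 percentage points away from the 100% baseline, in either direction, so actives lie on both sides; inconclusive means Compound likely fluorescent itself, or too few beads counted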
Rac1 wt modul = modulators of human Rac1 wildtype GTP binding | GST-Rac1 beads, fluorescent GTP binding, flow cytometry; actives lie on both sides; 0 = cold GTP competed, 100 = untreated | GTP binding activity (% of control), % at 10 µM | hit rate 0.27% among 190,000;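 active means GTP binding activity at least 20 points away from the 100% control level, either lower or higher; inconclusive means compound flagged as likely green fluorescent, judged across all proteins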
HRas wt GTP bind = changes GTP binding to wildtype human HRas | P01112 | AID 759 | GST-Ras wt beads, Bodipy-FL-GTP binding, flow cytometry; actives lie on both sides | GTP binding activity, % at 10 µM | hit rate 0.14% among 190,000;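 active means GTP binding activity at least 20% away from the 100% baseline, either lowered as inhibitor or raised as activator; inconclusive means flagged as likely green fluorescent, judged across all proteins in the well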;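 further: 0% = unlabeled GTP competition control and 100% = no-compound control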
Target sequence (P01112 whole entry, looked up): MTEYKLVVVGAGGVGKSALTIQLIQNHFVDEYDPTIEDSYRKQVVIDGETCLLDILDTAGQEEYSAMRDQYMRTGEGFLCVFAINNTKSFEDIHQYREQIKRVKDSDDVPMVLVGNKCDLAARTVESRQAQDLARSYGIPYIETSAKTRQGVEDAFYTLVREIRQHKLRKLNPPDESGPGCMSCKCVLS
Cdc42 wt = changes GTP binding to wildtype human Cdc42. P60953. GST-Cdc42 beads, Bodipy-GTP binding, flow cytometry; actives lie on both sides. percent activity (GTP binding), % at 10 µM. hit rate 0.2% among 190,000. AID 761;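 active means percent activity GTP binding at least 20 points away from the 100% baseline, either down as inhibitor or up as activator; inconclusive means compound flagged as likely green fluorescent from well-wide comparison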;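 further: median bead fluorescence of bound Bodipy-FL-GTP at 100 nM; 0% = excess unlabeled GTP control and 100% = no compound control; below 100% means less GTP binding so inhibitor and above means activator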
Target sequence (P60953 whole entry, looked up): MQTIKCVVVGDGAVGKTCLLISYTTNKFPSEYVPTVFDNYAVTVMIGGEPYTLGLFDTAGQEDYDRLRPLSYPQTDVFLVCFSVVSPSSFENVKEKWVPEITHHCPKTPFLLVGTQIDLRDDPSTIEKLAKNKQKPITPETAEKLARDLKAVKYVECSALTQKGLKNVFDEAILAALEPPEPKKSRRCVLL
Bim-Bcl-B = disrupts Bim peptide binding to human Bcl-B. bead-based flow cytometry. inhibition, % at 10 µM. hit rate 0.073% among 190,000;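 further: 0% = tracer peptide without compound and 100% = reference inhibitor peptide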
Target sequence (Q9HD36 whole entry, looked up): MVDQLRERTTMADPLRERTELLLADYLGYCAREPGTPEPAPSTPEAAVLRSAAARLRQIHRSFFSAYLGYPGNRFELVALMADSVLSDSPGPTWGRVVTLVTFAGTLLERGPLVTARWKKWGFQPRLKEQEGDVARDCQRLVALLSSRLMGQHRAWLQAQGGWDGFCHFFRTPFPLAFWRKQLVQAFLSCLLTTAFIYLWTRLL
Bcl-2 Bim block = disrupts Bim peptide binding to human Bcl-2. P10415. Bead-based flow cytometry, Bim peptide-Bcl-2 binding. inhibition, % at 10 µM. hit rate 0.06% among 190,000. AID 950; in the data active means inhibition above about 40%; inconclusive means no clear call, values can overlap the other calls;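 further: 0% = no compound wells with probe peptide and 100% = reference peptide inhibitor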
Target sequence (P10415 whole entry, looked up): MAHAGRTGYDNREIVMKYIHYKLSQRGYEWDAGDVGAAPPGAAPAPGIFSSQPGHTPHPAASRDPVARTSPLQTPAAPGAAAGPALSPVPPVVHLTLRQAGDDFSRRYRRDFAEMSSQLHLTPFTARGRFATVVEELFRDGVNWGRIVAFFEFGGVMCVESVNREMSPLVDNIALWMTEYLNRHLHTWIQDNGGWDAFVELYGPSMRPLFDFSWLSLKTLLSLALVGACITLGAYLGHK
Rab7 wt GTP bind = dog Rab7 wildtype GTP binding, inhibitors and activators. GST-Rab7 beads, fluorescent GTP binding, flow cytometry; actives lie on both sides; untreated = 100%, excess cold GTP = 0%. GTP binding activity (percent of control), % at 10 µM. hit rate 0.055% among 190,000;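 active means fluorescent GTP binding to Rab7 beads changed by at least 20 points from the 100% baseline, either direction, mostly lower; inconclusive means compound itself probably fluorescent, or too few beads counted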;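 further: median green fluorescence of bound Bodipy-FL-GTP per Rab7 bead population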
Bim-Bcl-XL = human Bim-Bcl-XL interaction inhibition. AID 1007. Q07817. inhibition, % at 10 µM. hit rate 0.04% among 190,000. Bim peptide-Bcl-XL binding, bead flow cytometry, fluorescence
Target sequence (Q07817 whole entry, looked up): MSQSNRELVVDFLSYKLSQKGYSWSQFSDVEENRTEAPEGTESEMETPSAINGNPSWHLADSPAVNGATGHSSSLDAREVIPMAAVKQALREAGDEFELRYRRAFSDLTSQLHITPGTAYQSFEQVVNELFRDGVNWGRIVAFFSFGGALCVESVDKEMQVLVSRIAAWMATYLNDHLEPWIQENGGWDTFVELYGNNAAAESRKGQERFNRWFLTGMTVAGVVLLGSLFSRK
Bim-Bcl-W = human Bim-Bcl-W interaction inhibition. bead-based flow cytometry, Bim peptide-Bcl-W binding. inhibition, % at 10 µM. hit rate 0.02% among 190,000;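 further: 0% = bound tracer without compound and 100% = peptide blocker; higher means less fluorescent Bim peptide bound to Bcl-W beads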
Rab2 wt GTP = changes GTP binding to wildtype dog Rab2A, up or down. GTP binding activity, % at 10 µM. hit rate 0.19% among 190,000. GST-Rab2 wt beads, Bodipy-GTP binding, flow cytometry. P61105;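 active means GTP binding activity at least 20 points away from 100%, either lowered or raised; inconclusive means signal likely due to the compound's own green fluorescence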;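 further: 0% = beads with excess unlabeled GTP and 100% = no-compound control corrected for plate trend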
Bfl-1 Bim block = inhibitors of Bim-Bfl-1 interaction, human; Q16548; Bead-based flow cytometry, Bim-Bfl-1 binding inhibition; inhibition, % at 10 µM; hit rate 0.12% among 190,000; AID 1008;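 further: 0% = wells without compound plus tracer and 100% = blocker peptide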
Active calls of the source: *; u = inconclusive. Unless noted, no stated cut-off is given here; in the data, active means inhibition above about 40%.

canonical_smiles	Rac1 mut GTP	Rac1 wt modul	HRas wt GTP bind	Cdc42 wt	Bim-Bcl-B	Bcl-2 Bim block	Rab7 wt GTP bind	Bim-Bcl-XL	Bim-Bcl-W	Rab2 wt GTP	Bfl-1 Bim block
CC(Oc1cc(-c2ccccc2)cc2ccccc12)C(=O)N1CCOCC1 (stereo not given)	98	102	100	101	-4	-1	98	-1	3	98	-11
CC(C)OC(=O)Nc1ccc2c(c1)N(C(=O)CCN1CCOCC1)c1ccccc1CC2	95	97	95	90	-2	-2	99	-3	0	95	-6
CCOc1ccc(C(=S)N2CCOCC2)cc1OCC	100	104	102	102	-17	-11	99	-9	-3	101	-16
Cc1ccc(-c2noc(CCCC(=O)N3CCOCC3)n2)cc1	101	105	100	101	-10	-7	98	-13	-5	101	-21
O=c1c2c(n3cnnc3n1-c1ccccc1)-c1ccccc1CC21CCCCC1	97	98	98	99	2	2	95	2	4	98	1
Cc1ccc(N2CCN(C(=O)c3ccccc3)CC2)c(C)c1	99	101	99	97	-3	-1	102	-3	-3	97	-4
CCOc1ccc(-c2nnc(SCC(=O)Nc3cc(C)on3)o2)cc1	98	102	97	104	-2	-3	105	1	0	101	-5
O=[N+]([O-])c1ccc(N2CCN(c3ccc(O)cc3)CC2)c(Cl)c1	97	102	98	99	0	6	101	0	6	98	31
Cc1cccc(N2CCN(C(=O)Cc3cn(C)c4ccccc34)CC2)c1C	100	106	100	100	-4	-7	99	-1	1	100	-5
O=C(Nc1ccc2c(c1)OCO2)N1CCN(C(=O)C2CCCO2)CC1 (stereo not given)	99	106	104	105	-10	-7	101	-5	-4	101	-16
Cn1c(-c2ccc(F)cc2)cnc1NCc1cccc(F)c1	102	104	101	104	-6	-6	100	-2	0	102	-8
COc1ccccc1-c1nnc2sc(-c3cnccn3)nn12	97	100	96	99	-2	-5	101	-6	-8	98	-4
O=C(c1ccco1)N1CCN(c2ccc(F)cc2)CC1	94	99	99	99	-2	-2	103	0	3	99	0
COc1cc(C(=O)N2CCC(O)(c3ccccc3)CC2)cc(OC)c1OC	93	94	95	93	0	-4	96	1	-2	94	-2
Cc1ccc(S(=O)(=O)N2CCN(C(C)C(=O)N3CCCc4ccccc43)CC2)cc1 (stereo not given)	93	92	95	94	-2	-2	95	-2	-1	94	-2
CCCOCCOC(=O)c1[nH]c2c(c1C)C(=O)CC(c1cc(OC)ccc1OC)C2 (stereo not given)	100	103	100	99	-6	-9	100	-3	3	97	-10
COc1cccc(C2=NOC(C(=O)N3CCN(Cc4ccccc4)CC3)C2)c1OC (stereo not given)	96	96	96	93	-2	0	100	-3	0	97	0
CC(C)CCN(C(=O)Nc1ccc(Cl)cc1)C1CCN(C(C)C)CC1	93	98	94	93	-3	-1	100	0	-3	96	-2
Cc1ccc(S(=O)(=O)NCc2c(-c3ccccc3)c3cc(Cl)ccc3[nH]c2=O)cc1	101	103	99	97	4	5	97	0	0	99	7
Cc1ccc(C2=NC(=O)/C(=C/c3cc(O)c(O)c(Br)c3)S2)cc1	88	88	87	89	-2	1	93	-1	2	91	3
Cc1ccc(/C=C/C(=O)c2c(C)cc(C)[nH]c2=O)cc1	105	105	105	107	-4	-2	107	0	-3	104	-1
O=C(Nc1ccccc1)c1ccc(Br)o1	101	110	103	102	-4	-2	105	-2	0	103	0
O=C1c2cccnc2C(Nc2ccc(Br)cc2Br)N1Cc1cccs1 (stereo not given)	95	99	98	97	-3	-2	96	-2	-1	97	-7
COc1ccc(CNc2nc3nc(C)cc(C)n3n2)cc1	u	u	u	u	0	-4	u	-4	-3	u	-3
N#CC1=C(C2CC2)CC(c2ccccc2)C(C#N)=C1N (stereo not given)	102	106	107	106	-3	0	107	-2	-4	106	-4
CCc1ccc(-c2nc(CN3CCC(C(=O)N4CCN(c5ccccc5)CC4)CC3)c(C)o2)cc1	98	99	95	102	-7	-10	101	-10	-7	94	-7
CS(=O)CCC(NS(=O)(=O)c1ccccc1)C(=O)O (stereo not given)	100	104	100	101	-2	-5	102	-7	-1	102	-6
CN(C)CCCC(C)(O)C(Cc1ccccc1)c1ccccc1 (stereo not given)	99	103	102	101	-3	-2	104	-7	-4	101	-1
Cn1c(CSCc2ccccc2)n[nH]c1=S	100	106	100	102	-8	-3	97	-4	0	100	1
Cc1ccc(C)c(N2C(=O)CS/C2=N\NC(=O)c2ccccc2Cl)c1	100	102	102	101	-6	0	103	-3	1	101	-13
O=C(NC1CCCC1)C(c1ccc(F)cc1)N(Cc1ccccc1Cl)C(=O)CCl (stereo not given)	99	102	99	98	-2	0	98	0	0	96	1
Cc1ccccc1NC(=O)COC(=O)/C=C/c1cccc(C(F)(F)F)c1	97	100	97	99	-11	-8	97	-9	-5	98	-5
COc1ccc(/C=N/NC(=O)CCCOc2ccc(Cl)cc2Cl)cc1	95	97	96	98	-9	-7	95	-6	-6	96	-9
Cc1csc(NC(=O)C(F)(F)F)n1	101	104	102	98	-13	-7	102	-17	-12	99	-4
CS(=O)(=O)N(CC(=O)N1CCCC1)c1cc(Cl)c(Cl)cc1Cl	95	98	94	96	-3	-2	91	1	2	96	0
CC(=O)OCCc1c(C)nc2nc[nH]n2c1=O	98	103	99	99	-2	-1	97	-4	3	99	-7
CCOc1ccccc1-c1nc(-c2ccc(NC(=O)Cc3ccccc3OC)cc2)no1	98	101	98	99	-2	-1	100	-1	-2	97	-2
C=CCN1C(=O)C(Cc2cccc(Cl)c2)SC1=Nc1ccc(C(=O)O)cc1 (stereo not given)	93	97	95	97	-4	-3	96	-2	3	95	-3
CCN(c1ccc(NC(=O)COC(=O)c2cccs2)cc1)C(C)C	97	111	108	111	-1	1	107	4	0	106	0
COc1ccc(C(=O)Nc2ccc(Cl)cc2C(=O)N2CCCC(C)C2)cc1 (stereo not given)	100	102	101	102	0	-2	102	-2	-1	100	-1
Cc1cccc(NCN2C(=O)C3C4C=CC(C4)C3C2=O)c1 (stereo not given)	98	101	101	98	-5	-10	99	-16	0	99	-11
CC(=O)Nc1ccccc1/C=C/c1ccc2c(C)cc(C)c(O)c2n1	100	102	99	102	-7	-9	99	-6	-2	98	-16
COc1cc(NC(=O)Cn2nc(-c3ccc(F)cc3)ccc2=O)ccc1-n1cnnn1	95	99	96	95	-6	-4	100	-4	0	97	-12
Cc1ccc(NC(=O)c2c3c(nc4ccccc24)CCC3)cc1S(=O)(=O)N(C)C	96	100	97	99	-4	0	107	0	1	100	-1
O=C(N=NC(=O)c1ccco1)c1ccc2c(O)n(N3C(=O)c4ccccc4C3=O)c(O)c2c1	98	106	103	100	-7	-1	101	-2	-3	99	-4

Sorted by the number under Bim-Bcl-XL (highest first): 3 of the compounds above.
canonical_smiles	Rac1 mut GTP	Rac1 wt modul	HRas wt GTP bind	Cdc42 wt	Bim-Bcl-B	Bcl-2 Bim block	Rab7 wt GTP bind	Bim-Bcl-XL	Bim-Bcl-W	Rab2 wt GTP	Bfl-1 Bim block
O=C(N=NC(=O)c1ccco1)c1ccc2c(O)n(N3C(=O)c4ccccc4C3=O)c(O)c2c1	98	106	103	100	-7	-1	101	-2	-3	99	-4
CC(=O)OCCc1c(C)nc2nc[nH]n2c1=O	98	103	99	99	-2	-1	97	-4	3	99	-7
COc1ccc(/C=N/NC(=O)CCCOc2ccc(Cl)cc2Cl)cc1	95	97	96	98	-9	-7	95	-6	-6	96	-9

(more compounds)
canonical_smiles	Rac1 mut GTP	Rac1 wt modul	HRas wt GTP bind	Cdc42 wt	Bim-Bcl-B	Bcl-2 Bim block	Rab7 wt GTP bind	Bim-Bcl-XL	Bim-Bcl-W	Rab2 wt GTP	Bfl-1 Bim block
Cc1ccc(C)c(-c2nnc(OCC(=O)Nc3cc(C)on3)c3ccccc23)c1	98	101	98	99	-5	-8	96	-2	-1	99	-10
CC(=O)Nc1ccc(N(CC(O)Cn2c3ccccc3c3ccccc32)S(=O)(=O)c2ccc(C)cc2)cc1 (stereo not given)	99	100	99	94	-8	-10	95	-7	-6	97	-15
Cc1nnsc1NC(=O)OCc1ccc(C(C)(C)C)cc1	97	101	101	101	-6	-12	102	-5	1	100	-14
CCOC(=O)N1CCN(c2ccc(N3C(=O)CCCC3=O)cc2[N+](=O)[O-])CC1	102	106	103	105	-7	-2	108	-6	-4	102	-7
O=C1C2=C(C(c3ccccc3)=NCCN2)C(c2cccc([N+](=O)[O-])c2)N1c1ccccc1 (stereo not given)	96	99	96	98	-4	-2	95	-5	-1	97	-7
Cc1ccc2cccc(S(=O)(=O)Nc3c(C)n(C)n(-c4ccccc4)c3=O)c2n1	95	106	102	103	-5	-4	99	1	5	96	-10
Cc1cccc(-c2oc(C)c(C)[n+]2[O-])c1	96	101	100	98	-9	-9	102	-7	1	99	-14
CCOc1ccccc1NC(=O)C1CCCN(S(=O)(=O)c2cccc3nsnc23)C1 (stereo not given)	97	100	99	99	-2	-2	99	-2	-1	98	-1
O=C(COc1nncc2ccccc12)Nc1ccc(Br)cc1F	92	95	96	95	-5	-5	93	-1	1	95	-5
COCc1cc(/C=N\NC(=O)c2ccc(Cl)cc2)ccc1OC	99	105	101	104	-8	-9	99	-5	-1	98	-17
Cc1nc2cc(CO)ccc2s1	98	100	100	100	-1	2	96	-6	-4	96	9
O=C(Nc1nnc(-c2cccs2)o1)c1cc(-c2ccccc2)nc2ccccc12	93	95	98	93	-5	0	103	-8	-5	95	-4
CN(C(=O)CSc1ccccc1C(=O)O)C1CCCCC1	99	100	101	98	-6	-6	101	-8	-1	101	-9
Cc1[nH]nc(N=CC2=C(O)CC(c3ccco3)CC2=O)c1-c1ccc(Cl)cc1 (stereo not given)	97	103	97	97	-5	-8	99	-4	3	99	-4
CCC(=O)N1CCc2cc(Br)cc(S(=O)(=O)CCC(=O)NCC3CCCO3)c21 (stereo not given)	100	106	100	103	-7	-7	103	-7	0	103	-11
CC(=O)C1=C(O)C(=O)N(CCCn2ccnc2)C1c1ccc(Cl)cc1 (stereo not given)	97	103	100	97	-12	-3	97	-2	-2	95	-10
Cc1ccc(N2C(N)=C(C#N)C(c3cc(CN4CCOCC4)cs3)C3=C2CC(C)(C)CC3=O)cc1 (stereo not given)	93	95	93	94	-3	-1	107	-2	-4	99	-3
COc1cc(NC(=O)COC(=O)c2n[nH]c3ccccc23)c(C)cc1[N+](=O)[O-]	93	90	92	92	-2	0	92	-1	2	93	-5
COc1ccc(CNC(=O)CCNS(=O)(=O)c2ccc(C)cc2)cc1	99	99	101	97	-3	-7	103	-1	4	102	-9
O=C(COC(=O)CNC(=O)c1ccc(Br)cc1)NCCC1=CCCCC1	93	96	96	95	-4	-1	94	-2	-2	95	-6
CC1CC(N(C(=O)c2ccco2)c2ccccc2)c2ccccc2N1C(=O)c1ccco1 (stereo not given)	96	99	99	100	-3	-4	97	0	6	98	-9
COCCCNC(=O)CCc1nc2cccnc2n1Cc1ccc(OC)cc1	100	103	103	103	-8	-11	100	6	1	102	-13
CCOC(=O)c1cnn(-c2nc(OCC)cc(OCC)n2)c1C	103	105	104	103	-4	-2	102	-3	-5	102	-2

Compound activity deposited in PubChem by NMMLSC.
